Screens from PubChem BioAssay.
Large T inhibition = SV40 large T antigen inhibitors, biochemical (AID 1903) | 310,000 tested, 0.39% active | inhibition, % at 20 µM, or IC50 in µM where a hit was titrated | SV40 large T antigen ATPase/helicase inhibition assay; higher % means a stronger effect; in the data active = a potency from the dose series; inconclusive = inhibition mostly from about 32% at the one dose, without a potency; inactive = the rest, 99 in 100 with inhibition below about 32%; note: strong numbers were not always called active
NTR1 ag = NTR1-driven beta-arrestin-GFP spot formation – imaging, U2OS cells, high content, primary screen (AID 493036); agonist mode; activation, % at 20 µM; 330,000 tested, 0.17% active;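 active = activation at or above 40% of the spot to cytoplasm intensity ratio, with at least 20 cells analyzed; inconclusive = wells under 20 cells, flagged as cytotoxic or low count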;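 note: 0% = DMSO without peptide and 100% = 100 nM NTR1 peptide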
Target sequence (P30989 whole entry, looked up): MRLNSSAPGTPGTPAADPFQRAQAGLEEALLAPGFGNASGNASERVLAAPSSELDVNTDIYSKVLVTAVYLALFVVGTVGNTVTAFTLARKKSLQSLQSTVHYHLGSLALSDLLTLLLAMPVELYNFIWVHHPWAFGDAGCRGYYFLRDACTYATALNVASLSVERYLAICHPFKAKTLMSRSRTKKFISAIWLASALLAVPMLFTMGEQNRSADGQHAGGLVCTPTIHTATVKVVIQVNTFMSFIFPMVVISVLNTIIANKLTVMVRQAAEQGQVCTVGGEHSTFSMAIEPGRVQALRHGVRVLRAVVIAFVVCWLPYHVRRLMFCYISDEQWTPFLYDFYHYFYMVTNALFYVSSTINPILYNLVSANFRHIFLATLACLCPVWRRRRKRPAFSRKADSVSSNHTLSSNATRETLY
Dengue-2 NS5 capping = Dengue-2 NS5 methyltransferase inhibitors, primary screen, biochemical, confirmation dose response (AID 588689). Dengue-2 NS5 methyltransferase capping enzyme assay, biochemical; higher % means a stronger effect. inhibition, % at 25 µM, or IC50 in µM where a hit was titrated. 340,000 tested, 0.3% active; in the data active = a potency from the dose series; inconclusive = inhibition above about 29% without an active follow-up result
Rac1 GTP hydrolysis = MgcRacGAP GTPase-activating activity inhibitors, confirmation, biochemical, ADP Hunter fluorescence | MgcRacGAP-stimulated Rac1 GTP hydrolysis, ADP Hunter fluorescence; higher % means a stronger effect; GST-tagged Rac1 F28L mutant substrate | inhibition, % at 30 µM, or IC50 in µM where a hit was titrated | 340,000 tested, 0.6% active;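 active = first-screen hits whose inhibition reached a set limit at any dose in the follow-up dose series; inconclusive = inhibition above the set first-screen limit but never retested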;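 note: fluorescence reports GDP produced by GAP-driven GTP hydrolysis; strong numbers were not always called active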
UTI89 phage lysis = protection from phage-mediated lysis, alamar blue read-out – E. coli UTI89, K1F phage, bacterial capsule biogenesis inhibitors (AID 488966). 340,000 tested, 0.02% active. E. coli UTI89 K1F phage lysis, alamar blue, 2 h; higher % means a stronger effect. inhibition, % at 100 µM, or IC50 in µM where a hit was titrated;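 active = phage lysis inhibition, versus mean bacterial control, above a set limit; inconclusive = no clear call, values can overlap the other calls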;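 note: capsule biogenesis inhibitors block K1F phage lysis so surviving cells raise fluorescence; higher fluorescence means more inhibition of phage lysis; actives were called in the ten point dose series up to 300 µM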
West Nile antiviral = West Nile virus antiviral activity, cell-based, CPE readout (AID 1621) | one-dose CPE inhibition, % at 10 µM; IC50 in µM for titrated hits | West Nile virus-infected cells, CPE inhibition; higher % means a stronger effect | 290,000 tested, 0.02% active; in the data active = a potency from the dose series; inconclusive = CPE inhibition mostly from about 3.7% at the one dose, without a potency; inactive = the rest, 99 in 100 with CPE inhibition below about 2.2%; note: strong numbers were not always called active
RSV CPE inhibition = RSV antiviral activity via CPE protection, HEp-2 cells, primary 10 µM value included (AID 2391); HEp-2 cells, RSV-induced CPE inhibition; higher % means a stronger effect; CPE inhibition, % at 10 µM; hits with a dose series show IC50 in µM; 310,000 tested, 0.13% active; in the data active = a potency from the dose series; inconclusive = CPE inhibition mostly from about 23% at the one dose, without a potency; inactive = the rest, 99 in 100 with CPE inhibition below about 21%; note: strong numbers were not always called active
AID2073 = disruptors of CaV2.2 binding to Mint1 – biochemical, HTRF (AID 2073) | HTRF protein-protein interaction, Mint1-CaV2.2; higher % means a stronger effect | inhibition, % at 20 µM, or IC50 in µM where a hit was titrated | 290,000 tested, 0.19% active; in the data active = inhibition mostly above about 51%, no sharp cut-off; inconclusive = no clear call, values can overlap the other calls; inactive = mostly below about 53%; note: some results filed as inactive read as strong as hits
Siah-1 displacement = blockers of Siah-1 interaction with plectin peptide – biochemical, fluorescence polarization, rhodamine-plectin, uHTS, primary screen (AID 1817); Siah-1 / rhodamine-plectin peptide fluorescence polarization; higher % means a stronger effect; displacement, % at 20 µM, or IC50 in µM where a hit was titrated; 290,000 tested, 0.02% active;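 active = displacement of at least 50% at 20 µM, with a fluorescence ratio check between 0.3 and a set limit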;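 note: plate controls were Siah plus tracer with DMSO for no effect and tracer alone without Siah for full effect; strong numbers were not always called active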
NTR1 ag cell count 20 µM = also measured in NTR1 ag; calls as there; cell count; measured here: cell count, cytotoxicity flag
* hit, by the source's call; ? = inconclusive; . = not tested or not shown; [ ] = dose if it differs, or a comment.

cpd	molecule	UTI89 phage lysis	NTR1 ag	Dengue-2 NS5 capping	Rac1 GTP hydrolysis	West Nile antiviral
1	OC(CSc1ccccc1Cl)CN1CCN(c2ccc(F)cc2)CC1 (stereo not drawn)	-1.5%	2.9	-5%	-4%	-0.9%
2	COCc1ccc(C(=O)N2CCCC(C(=O)c3ccc(SC)cc3)C2)s1 (stereo not drawn)	0.1%	2.6	4%	3%	-0.8%
3	Cc1ccc(-c2nnc(SCC(=O)N/N=C/c3ccc(C)s3)n2-c2ccccc2)cc1	2.5%	5.5	2%	5%	.
4	CC1C/C(=C\c2ccccc2[N+](=O)[O-])c2nc3ccccc3c(C(=O)O)c2C1 (stereo not drawn)	-0.1%	-1.9	-6%	8%	0.8%
5	CNC(=O)CSc1nc2cc(S(=O)(=O)Nc3ccccc3OC)ccc2o1	0.2%	-0.3	-8%	-1%	0.2%
6	NC(=O)C1CCN(C(=S)NC2CC3C=CC2C3)CC1 (stereo not drawn)	1.7%	0.7	-2%	-23%	0.5%
7	COc1cccc(NC(=S)N2CCCN(Cc3ccc(F)cc3)C2)c1	0.1%	0.1	0%	8%	-0.2%
8	Nc1ccccc1SCC(=O)Nc1nc(-c2ccccc2)cs1	-0.4%	6.1	-5%	1%	-0.6%

cpd	AID2073	NTR1 ag cell count 20 µM	Siah-1 displacement	RSV CPE inhibition	Large T inhibition
1	-2%	63	-4%	-0.3%	9%
2	11%	48	-1%	4.0%	-4%
3	1%	35	10%	1.0%	7%
4	9%	45	0%	-0.9%	1%
5	-7%	49	7%	0.1%	2%
6	-3%	51	0%	.	8%
7	-7%	58	-2%	4.6%	18%
8	4%	32	-2%	0.0%	3%

Arranged by the number under West Nile antiviral (lowest first): some entries from above
# | Structure | West Nile antiviral
1 | OC(CSc1ccccc1Cl)CN1CCN(c2ccc(F)cc2)CC1 (stereo not drawn) | -0.9%
6 | NC(=O)C1CCN(C(=S)NC2CC3C=CC2C3)CC1 (stereo not drawn) | 0.5%
4 | CC1C/C(=C\c2ccccc2[N+](=O)[O-])c2nc3ccccc3c(C(=O)O)c2C1 (stereo not drawn) | 0.8%

Part of the list above, with values under each structure.
Fields – UTI89 phage lysis	NTR1 ag	Dengue-2 NS5 capping	Rac1 GTP hydrolysis	West Nile antiviral	AID2073	NTR1 ag cell count 20 µM	Siah-1 displacement	RSV CPE inhibition	Large T inhibition
#7 COc1cccc(NC(=S)N2CCCN(Cc3ccc(F)cc3)C2)c1
 : 0.1%	0.1	0%	8%	-0.2%	-7%	58	-2%	4.6%	18%
#3 Cc1ccc(-c2nnc(SCC(=O)N/N=C/c3ccc(C)s3)n2-c2ccccc2)cc1
 : 2.5%	5.5	2%	5%	.	1%	35	10%	1.0%	7%

More entries.
cpd	molecule	UTI89 phage lysis	NTR1 ag	Dengue-2 NS5 capping	Rac1 GTP hydrolysis	West Nile antiviral
9	CCOC(=O)c1cc2occc2n1CCCN1C(=O)c2ccccc2C1=O	-0.1%[50 µM]	3.5	-7%	0%	?
10	COc1ccc(OC)c(C(=O)COC(=O)CN2C(=O)NC3(CCCCC3C)C2=O)c1 (stereo not drawn)	1.3%[50 µM]	0.1	2%	10%	.
11	CC(=O)N1CCN(S(=O)(=O)c2cccc(C(=O)NC3CCCC3)c2)CC1	0.7%[50 µM]	-1.4	7%	2%	.
12	O=C(c1ccc(C(=O)N2CCOCC2)nc1)N1CCOCC1	0.3%	-0.9	-7%	3%	0.0%
13	CCOC(=O)N1CCN(S(=O)(=O)c2ccc(C(=O)Nc3ccc(F)cc3F)cc2)CC1	2.2%	.	0%	5%	.
14	CN(Cc1cnn(C)c1)C(=O)c1cc(COc2c(F)cccc2F)on1	-2.8%	0.0	4%	11%	-0.5%
15	Clc1ccc2nc(-c3ccc(Br)s3)cn2c1	0.0%	3.5	0%	4%	0.2%
16	Cn1c(Cl)cnc1C(O)c1ccccc1 (stereo not drawn)	0.9%	0.2	-3%	5%	-0.1%

cpd	AID2073	NTR1 ag cell count 20 µM	Siah-1 displacement	RSV CPE inhibition	Large T inhibition
9	-6%	41	2%	4.6%	0%
10	.	70	.	-0.4%	5%
11	.	60	.	0.0%	.
12	-15%	26	2%	1.0%	-3%
13	5%	.	1%	-1.2%	-3%
14	-4%	72	8%	1.1%	23%
15	4%	86	2%	2.7%	9%
16	0%	45	4%	0.2%	4%

The list continues.
cpd	molecule	UTI89 phage lysis	NTR1 ag	Dengue-2 NS5 capping	Rac1 GTP hydrolysis	West Nile antiviral
17	CC1Cc2ccccc2N1C(=O)CN1C(=O)CN(C)C(=O)c2ccccc21 (stereo not drawn)	1.0%	-2.4	-4%	4%	-0.5%
18	COc1ccc(-c2ccc(C#N)c(OC)n2)cc1	.	0.3	.	.	0.1%
19	CSc1sc(C(=O)NC(=O)NCc2ccncc2)c(C)c1-c1ccon1	-0.2%	0.7	6%	9%	-0.7%
20	CC(C)CN(C(=O)c1cccc(S(=O)(=O)N2CCN(c3ccc(F)cc3)CC2)c1)C1CCS(=O)(=O)C1 (stereo not drawn)	-0.3%[50 µM]	0.3	0%	8%	.
21	Cc1ccc(S(=O)(=O)N2[C@@H](c3ccccc3)C(C(=O)O)=CC[C@H]2c2ccc(C(C)C)cc2)cc1	-3.2%	18	22%	6%	.
22	CCCCNCc1cc(OCC)c(OCC)cc1Br	.	3.6	.	.	-0.4%
23	COC(=O)c1cn(C)c2ccc(S(=O)(=O)N3CC(C)CC(C)C3)cc2c1=O (stereo not drawn)	6.3%	-2.8	-2%	-1%	0.7%
24	COc1ccc(Cl)cc1NC(=S)NCCCN1CCCC1=O	1.4%	0.9	10%	-2%	0.0%

cpd	AID2073	NTR1 ag cell count 20 µM	Siah-1 displacement	RSV CPE inhibition	Large T inhibition
17	4%	91	-6%	1.0%	4%
18	5%	32	-5%	-2.2%	4%
19	-8%	61	-7%	-0.2%	2%
20	.	59	.	-0.5%	11%
21	.	91	.	20%	?
22	-8%	62	0%	-1.4%	11%
23	11%	45	-3%	-0.7%	10%
24	-9%	24	10%	0.7%	0%

Following part
cpd	molecule	UTI89 phage lysis	NTR1 ag	Dengue-2 NS5 capping	Rac1 GTP hydrolysis	West Nile antiviral
25	CC(O)CSc1nc2c(c(=O)[nH]c(=O)n2C)n1Cc1ccccc1Cl (stereo not drawn)	0.1%	0.5	3%	16%	1.3%
26	Cc1ccccc1-n1c(=O)cc(N2CCCCCC2)[nH]c1=O	-0.5%	-1.1	-8%	-1%	0.6%
27	O=C(CSc1nc(=O)n(CCN2CCOCC2)c2c1CCCC2)Nc1cccc([N+](=O)[O-])c1	0.7%[50 µM]	2.7	-8%	5%	.
28	Cc1ccc(S(=O)(=O)N2CCOCC2)cc1NC(=O)c1ccc(F)cc1F	0.3%[50 µM]	-0.3	-1%	5%	.
29	O=C(COc1cccc2c1CCNC2=O)Nc1cccc(F)c1	0.8%[50 µM]	-0.3	-14%	0%	.
30	CN1/C(=C\C=C2/C(=O)Oc3ccccc3C2=O)C(C)(C)c2ccccc21	.	.	.	.	0.2%
31	COc1ccc(CCNc2ncccc2C#N)cc1OC	0.0%	0.8	2%	-5%	-0.4%
32	COC(=O)CSc1nc2c(c(=O)n(C)c(=O)n2C)n1CCCc1ccccc1	-0.5%	4.8	-7%	0%	0.4%

cpd	AID2073	NTR1 ag cell count 20 µM	Siah-1 displacement	RSV CPE inhibition	Large T inhibition
25	-17%	67	6%	1.9%	9%
26	7%	91	-5%	0.1%	7%
27	.	49	.	1.9%	29%
28	.	62	.	.	.
29	.	57	.	-2.5%	8%
30	20%	.	115%	0.1%	5%
31	-6%	47	0%	1.2%	-7%
32	3%	37	2%	1.2%	4%

Remaining list, next part:
cpd	molecule	UTI89 phage lysis	NTR1 ag	Dengue-2 NS5 capping	Rac1 GTP hydrolysis	West Nile antiviral
33	CC(Oc1cccnc1[N+](=O)[O-])C(=O)N1CCc2ccccc21 (stereo not drawn)	-4.0%	0.1	-2%	-1%	.
34	COc1ccc(S(=O)(=O)Nc2cc(OC)c(NC(=O)c3ccco3)cc2OC)cc1	2.2%	-0.7	1%	8%	-0.3%
35	O=C(CN1C(=O)c2ccccc2S1(=O)=O)N1CCN(c2ccccc2F)CC1	5.5%	-0.3	-8%	6%	-0.5%
36	CCCSc1nnc(N2C(=O)C(O)=C(C(=O)c3ccco3)C2c2ccccc2F)s1 (stereo not drawn)	1.2%	0.7	26%	12%	0.0%
37	O=C(Nc1ccc2c(c1)OCCO2)c1c(F)cccc1F	0.5%	2.9	-8%	6%	-0.2%
38	Cc1ccc(-n2c(Cc3cccc4ccccc34)n[nH]c2=S)c(C)c1	0.0%	1.3	-12%	8%	-0.4%
39	CCOc1ccc(NC(=O)C2CCCN(S(C)(=O)=O)C2)cc1 (stereo not drawn)	0.0%	0.6	.	1%	-0.4%
40	COC(=O)c1ccc(N2C(=O)CC(SCC(=O)Nc3ccc(OC)cc3)C2=O)cc1 (stereo not drawn)	0.3%	1.0	-10%	18%	0.1%

cpd	AID2073	NTR1 ag cell count 20 µM	Siah-1 displacement	RSV CPE inhibition	Large T inhibition
33	.	48	.	.	.
34	1%	59	2%	0.9%	26%
35	2%	88	-5%	0.1%	3%
36	2%	54	3%	3.5%	19%
37	-4%	59	1%	1.4%	8%
38	4%	36	5%	2.9%	4%
39	3%	67	7%	0.4%	6%
40	1%	60	4%	1.2%	28%

Remaining list, next part
cpd	molecule	UTI89 phage lysis	NTR1 ag	Dengue-2 NS5 capping	Rac1 GTP hydrolysis	West Nile antiviral
41	CC(=O)n1nc(-c2cccnc2)nc1N	0.2%	0.7	0%	6%	0.1%
42	O=C1N[C@H](Cc2ccccc2)CO1	-0.8%	0.9	4%	4%	.
43	CCn1c(=O)c([N+](=O)[O-])c(NCc2ccc3c(c2)OCO3)c2ccccc21	0.0%	2.4	-8%	9%	-0.3%
44	Cc1cc(=O)n2[nH]c(C(F)(F)F)c(-c3ccccc3)c2n1	0.7%	-0.1	-8%	12%	-0.3%
45	Cc1cc(C)c2cc(C(=O)N(C)C3CCN(C)CC3)[nH]c2c1	0.8%	1.7	-2%	8%	0.0%
46	COc1ccc(Nc2nc(N)nc(CSc3n[nH]c(-c4ccccc4)n3)n2)cc1	-0.3%	0.9	7%	7%	1.9%
47	CNC(=O)C(=O)NCCN1CCN(C(=O)c2ccc([N+](=O)[O-])cc2)CC1	-0.7%	-0.7	-7%	6%	0.7%

cpd	AID2073	NTR1 ag cell count 20 µM	Siah-1 displacement	RSV CPE inhibition	Large T inhibition
41	?	80	-1%	0.7%	5%
42	.	90	.	1.7%	6%
43	-18%	61	15%	.	14%
44	15%	80	1%	-0.3%	7%
45	1%	46	-5%	-0.6%	8%
46	9%	42	2%	1.6%	5%
47	-6%	37	-4%	-1.4%	13%
